HIF activator: HIF pathway transcriptional activators, primary screen, cell-based, U2OS HRE-luciferase, luminescence | U2OS HRE-luciferase reporter; normalized: DMSO 0%, desferrioxamine 100% | activation, % at 7.5 µM (by protocol) | actives 0.32% (n = 300,000);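 active means mean activation of at least 10% of the iron chelator positive control signal, with at least half of replicates also reaching 10%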
aSyn UTR inh: MLPCN primary screen, SNCA 5' untranslated region | actives 0.82% (n = 300,000) | inhibition, % (tested at 7.5 µM) | AID 1813, 2009 | alpha-synuclein 5'UTR reporter, inhibitor activity; in the data active means inhibition above about 60%;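 further: H4 neuroglioblastoma cells stably carrying SNCA 5'UTR luciferase fusion; 0% = DMSO wells and 100% = positive control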
IEC-6 tox: cytotoxicity in IEC-6 intestinal epithelial cells, primary screen, cytotoxicity control for KLF5 inhibitor project, cell-based, luminescence; actives 0.78% (n = 290,000); inhibition, % at 5 µM; IEC-6 cytotoxicity, luminescence viability; AID 1825, 2009; in the data active means inhibition above about 22%;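 further: 0% = plate median of test compound wells and 100% = cytotoxic reference compound wells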
HSP90 inh: HSP90 inhibitors, primary screen, cell lysate, luminescence. Heat shock protein HSP 90 (rabbit reticulocyte lysate; luciferase refolding). Rabbit reticulocyte lysate, luciferase refolding luminescence, 3 h. inhibition, % at 5.6 µM. actives 0.91% (n = 290,000);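 active means inhibition above the screen-wide mean plus 3 SD, computed separately per campaign, cut at about 16% in these data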;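 further: 0% = DMSO wells and 100% = 60 µM geldanamycin wells; inhibitors lower the luminescence because luciferase stays unfolded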
HSF-1 act: HSF-1 activators, primary screen, NIH3T3-HGL cells, MG132 stress, luminescence, single point. NIH3T3-HGL HSF-1 luciferase reporter, 8 h; 100% = twice DMSO control signal. activation, % at 9 µM. actives 1.7% (n = 300,000). AID 504408, 2011;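 active means mean replicate activation of at least 50% with a set share of replicates each reaching 50%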;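 further: 0% = median of the neutral control wells and 100% = twice that signal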
GSK3B inh: human GSK3beta kinase inhibitors, primary screen, biochemical, cell-free homogeneous, HTS; GST-GSK3beta kinase, ADP-Glo luminescence, 60 min; active compounds read low; AID 2097, 2009; Glycogen synthase kinase-3 beta (Homo sapiens), P49841; actives 0.038% (n = 300,000); activity score (negative = inhibition), % at 10 µM;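 active means more than half of replicate wells score below -50%, meaning over 50% inhibition versus plate controls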;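 further: 0% = median DMSO wells and -100% = median GW8510 positive control wells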
Target sequence (P49841 whole entry, looked up): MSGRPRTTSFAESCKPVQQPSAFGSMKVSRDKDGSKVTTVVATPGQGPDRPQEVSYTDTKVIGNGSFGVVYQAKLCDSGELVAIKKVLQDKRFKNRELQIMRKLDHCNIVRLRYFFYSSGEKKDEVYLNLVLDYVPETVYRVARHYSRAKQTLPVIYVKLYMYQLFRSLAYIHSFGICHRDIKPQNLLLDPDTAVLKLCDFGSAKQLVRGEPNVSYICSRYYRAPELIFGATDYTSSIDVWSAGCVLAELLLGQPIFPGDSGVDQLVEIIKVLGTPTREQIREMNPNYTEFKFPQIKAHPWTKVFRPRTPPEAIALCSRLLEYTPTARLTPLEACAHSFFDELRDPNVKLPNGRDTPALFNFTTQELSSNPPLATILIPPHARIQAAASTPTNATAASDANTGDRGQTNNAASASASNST
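Test system: GST-tagged human GSK3beta kinase, cell-free; evaluation: activity score scaled between in-plate DMSO and GW8510 controls; measured by: ADP-Glo luminescence; incubation: 60 min reaction, RT; benchmarks: DMSO and 20 µM GW8510; reagent: peptide substrate plus 25 µM ATP (final); medium: Tris/MgCl2 kinase buffer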
HSF1 inhib: HSF1 inhibitors in luciferase reporter cells, primary screen, cell-based, NIH3T3, luminescence. NIH3T3-HGL HSE-luciferase, MG132-induced, luminescence 8 h; active compounds read low. activity change, negative = inhibition, % at 7.5 µM (by protocol). actives 0.77% (n = 300,000). AID 2098, 2009;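 active means more than half of replicate wells show activity change below -50%, luminescence cut by over half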;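 further: luciferase reports HSF-1 transcriptional activity via heat shock element; 0% = median of DMSO wells and -100% = zero luminescence signal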
AI-2 QS modul: Vibrio harveyi AI-2 quorum sensing modulators, primary screen, JMH597 strain, luminescence/OD600 ratio. Vibrio harveyi JMH597 AI-2 luminescence/OD600 ratio, 9 h; active compounds read low; strain lacks LuxN and CqsS sensors; 0 = neutral-control median. activity change, % at 7.5 µM. actives 0.4% (n = 300,000). AID 2094, 2009; in the data active means activity change below about -75%, passing the limit was not always enough;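 further: luminescence divided by OD600 gain over 9 h not by final OD600 alone; inactives centre near 13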
GSK3 alpha inh: blockers of GSK3A enzyme activity – biochemical, luminescence, cell-free homogeneous, HTS, primary screen; GSK-3 alpha kinase, ADP-Glo luminescence, 60 min; inhibition, % at 10 µM; actives 0.1% (n = 320,000); AID 2650, 2010;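 in the data active means inhibition above about 50%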;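 further: GST-tagged GSK-3 alpha with peptide substrate and 25 µM ATP; 0% = DMSO neutral wells and 100% = GW8510 positive control wells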
Target sequence (P49840 whole entry, looked up): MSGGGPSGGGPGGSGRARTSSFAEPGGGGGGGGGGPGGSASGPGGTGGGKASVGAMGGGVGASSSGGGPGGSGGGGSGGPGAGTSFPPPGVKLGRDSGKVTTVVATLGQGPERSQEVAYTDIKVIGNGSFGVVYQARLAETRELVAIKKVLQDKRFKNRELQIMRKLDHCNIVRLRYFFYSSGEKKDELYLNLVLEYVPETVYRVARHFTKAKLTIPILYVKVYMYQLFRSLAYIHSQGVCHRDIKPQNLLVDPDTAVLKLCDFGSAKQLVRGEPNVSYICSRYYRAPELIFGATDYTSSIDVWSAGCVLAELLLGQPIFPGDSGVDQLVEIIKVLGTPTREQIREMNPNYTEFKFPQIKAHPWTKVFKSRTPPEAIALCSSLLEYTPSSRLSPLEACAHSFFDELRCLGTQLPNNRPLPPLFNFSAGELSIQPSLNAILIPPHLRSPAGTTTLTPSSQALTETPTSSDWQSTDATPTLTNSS
KLF5 inh: KLF5 expression inhibitors, primary screen, DLD-1 cells, luminescence; DLD-1 KLF5 promoter-luciferase reporter; inhibition, % at 5 µM; actives 0.23% (n = 290,000); AID 1700, 2009;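 active means inhibition above a per-plate limit of that plate's mean compound inhibition plus 3 SD, cut at about 60% in these data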;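 further: 0% = DMSO wells and 100% = LY294002 at 200 µM; higher means less KLF5 promoter-driven luciferase light; inactives centre near -14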
* hit, by the source's call; x = no result given.

Second line of a record – HIF activator	aSyn UTR inh	IEC-6 tox	HSP90 inh	HSF-1 act	GSK3B inh	HSF1 inhib	AI-2 QS modul	GSK3 alpha inh	KLF5 inh
CC(C)CNC(=O)c1ccc2c(c1)C(=O)N(Cc1ccco1)C2=O
    -2.7	-2	3	-3	7	0	-6	4	0	-24
C[C@H]1CNC(=O)C(=O)N1C[C@H](Cc1ccc(O)cc1)NC(=O)CC12CC3CC(CC(C3)C1)C2
    -3.6	-2	-3	-3	10	1	3	14	x	-8
CC(=O)N1CCN(c2ccc(C(N)=O)cc2[N+](=O)[O-])CC1
    0.3	-9	-3	4	7	5	-5	28	2	-12
Clc1ccccc1OCCn1ccnc1
    -0.3	12	2	0	0	1	1	22	5	11
Nc1ccc(S(=O)(=O)c2cccc(N)c2)cc1
    -0.5	17	-2	0	19	-2	-2	32	1	-17
O=C(CCSc1nc(-c2ccco2)cc(C(F)(F)F)n1)NCc1ccccn1
    -0.5	-10	-2	0	-12	-2	5	20	-2	-20
COc1ccc(NC(=O)N2CCN(CCC#N)CC2)cc1
    -0.2	4	-5	-2	6	1	7	17	-3	-52
CCOc1ccc(NC(=O)NCc2cccn2C)cc1
    -0.6	-87	-1	-7	-5	3	0	18	-1	-84
COc1ccc(N(CC(=O)N/N=C/c2ccc(N(C)C)cc2)S(=O)(=O)c2ccccc2)cc1
    -1.4	5	-7	3	-11	-5	0	23	0	-57
CN(c1ccc(OCC(=O)OCC(=O)NC2CCCC2)cc1)S(=O)(=O)c1ccc2ccccc2c1
    -0.4	0	1	1	-44	1	-28	27	0	-8
O=C(O)CNC(=O)C12CC3CC(CC(Cl)(C3)C1)C2
    -0.7	-9	0	1	-24	1	-8	25	0	-18
Cc1nc(N2CCCCC2)c2c(-c3cccs3)csc2n1
    -0.4	-15	-6	1	-5	0	4	22	-4	9
NCCCC[C@H]1CNC(=O)C(=O)N1CCc1cc(C(F)(F)F)cc(C(F)(F)F)c1
    0.1	-7	x	x	-11	-3	5	40	0	x
CC(=O)Nc1ccc2ccc3cccc4ccc1c2c34
    -0.4	24	1	1	-4	-1	-1	14	-1	-36
CCOC(=O)/C=C/c1ccc2oc3ccccc3c(=O)c2c1
    3.8	-191	4	-3	11	1	14	3	2	-98
O=Cc1cc(N=Nc2cccc(C(=O)O)c2)ccc1O
    0.2	-15	2	14	9	5	6	54	x	-84
Cc1ccc(NN2C(=O)C=C(c3ccccc3)C2=O)cc1
    0.3	-28	-9	5	207*	6	148	73	x	-37
O=C(CSc1nnc(CNC(=O)c2cccs2)o1)c1ccc(Cl)cc1
    -1.4	-13	-4	1	4	1	-1	34	-1	-11
CCOC(=O)CSc1nnc(NC(=O)c2ccco2)s1
    -0.7	23	-3	-2	3	-1	-9	55	-3	5
COc1ccc(C(=O)C[n+]2cccc(C)c2C)cc1[N+](=O)[O-]
    0.2	6	-3	2	-4	1	-3	19	-3	-37

The listing continues.
Second line of a record – HIF activator	aSyn UTR inh	IEC-6 tox	HSP90 inh	HSF-1 act	GSK3B inh	HSF1 inhib	AI-2 QS modul	GSK3 alpha inh	KLF5 inh
CC(=O)c1ccc(N(CC(=O)NC2CCCC2)C(=O)CCC(=O)Nc2cc(C)on2)cc1
    0.4	4	-2	2	2	4	3	23	-1	-11
CN(C)c1ccc(/C=C(/NC(=O)c2ccccc2Cl)C(=O)NCCN2CCOCC2)cc1
    0.5	1	-6	-2	16	3	1	-6	0	-17
O=C(/C=C/c1c(F)cccc1Cl)c1ccc(F)cc1
    0.2	0	10	-1	5	2	3	33	1	1
COc1ccc(NC(=O)c2sccc2-n2cccc2)cc1
    0.0	7	5	3	32	0	1	3	-4	-2
CCOc1ccc(N(C(=O)c2snc(C(N)=O)c2N)C(C(=O)NC2CCCC2)c2ccncc2)cc1 (stereo unspecified)
    1.6	-8	11	4	-8	2	6	13	-2	-9
COc1cc(/C=N/NC(=O)C(=O)NCC2CCCO2)ccc1O (stereo unspecified)
    -0.1	7	-15	5	27	2	1	27	0	8
O=C(O)c1ccc2c(c1)OCCO2
    0.3	-4	1	-2	-5	3	-5	27	x	-27
Nc1[nH]c(=O)[nH]c(=O)c1N=Nc1ccc(C(=O)O)cc1
    1.3	12	-1	7	-9	-8	-3	11	20	-29
COc1ccccc1OCCNC(=O)c1ccc(C(C)(C)C)cc1
    -0.1	38	x	x	-3	1	-5	-4	0	x
O=[N+]([O-])c1ccc(Nc2nccc(Cl)n2)cc1
    1.8	-44	x	x	12	0	1	-1	8	x
CC(=O)Nc1sc2c(c1C#N)CCCC2
    -0.2	-18	9	2	12	2	-3	-3	-8	-24
S=C(NCc1ccncc1)Nc1ccc(Cl)cc1Cl
    0.2	-10	-1	-2	27	0	9	16	-1	-26
Cn1cc(CC(=O)NCCCN2CCCC2)c2ccccc21
    -0.1	7	0	-6	1	2	5	23	x	-15
NC(=O)c1ccc(N2CCN(c3ccccc3O)CC2)c([N+](=O)[O-])c1
    -0.5	21	6	3	11	-4	-1	8	1	10
O=C(N/N=C/c1c[nH]c2ccc(Br)cc12)c1ccncc1
    -0.4	-32	7	-1	9	-6	7	10	-2	-44
CCC(C)NC(=O)C(Cc1ccccc1)NS(=O)(=O)c1cccc2nsnc12 (stereo unspecified)
    -0.6	-2	-4	-3	14	1	-3	16	-2	-39
O=C(O)c1ccccc1Nc1ccc(OC(F)F)cc1
    -0.1	-20	-2	-3	3	3	-1	-4	-6	0
CCn1nc([N+](=O)[O-])c2c(-c3nc4ccccc4o3)c(N)n(CCCOC)c2c1=O
    -0.4	35	1	1	5	-4	1	14	-5	-15
CCOC(=O)N1CCN(C(=O)c2cccc(N3C(=O)NC4CC3(C)Oc3ccccc34)c2)CC1 (stereo unspecified)
    0.6	-13	2	-2	-1	x	1	18	-1	-2
NNC(=O)c1c[nH]c2ccc(OCc3ccccc3)cc12
    -0.2	-8	x	x	10	3	4	17	-2	x

Further compounds follow.
Second line of a record – HIF activator	aSyn UTR inh	IEC-6 tox	HSP90 inh	HSF-1 act	GSK3B inh	HSF1 inhib	AI-2 QS modul	GSK3 alpha inh	KLF5 inh
COc1ccc(S(=O)(=O)NC(C)C(=O)NC2CC2)cc1C (stereo unspecified)
    -0.5	4	-1	-4	7	3	2	22	-1	-15
CCOC(=O)C1(Cc2cccc(F)c2)CCN(Cc2c(C)nn(CC)c2C)CC1
    -0.2	-17	-3	-4	6	-1	2	8	1	-20
COc1cc2c(cc1OC)CN(S(=O)(=O)c1ccccc1F)CC2
    -14	-3	-6	3	33	0	-1	15	-2	-8
COc1ccc2nc(/N=C(\N)NC(=O)Nc3ccccc3)nc(C)c2c1
    -0.3	6	5	-2	-4	-28	8	32	0	6
CCN1CCN(C(=S)c2ccc(Br)cc2)CC1
    -0.2	-22	3	1	0	0	-3	11	0	-21
Cc1cc(C(=O)OCc2nc3ccccc3s2)c(C)o1
    1.8	-126	-4	0	38	0	19	19	-1	-26
COc1ccc(CCNC(=S)Nc2ccc(S(=O)(=O)Nc3ncccn3)cc2)cc1OC
    0.5	-9	0	0	6	-2	-2	-6	-2	-20
NC(=O)CC[C@@H]1NC(=O)[C@@H]2CCCN2C(=O)c2cc([N+](=O)[O-])cc(I)c2NCCC[C@@H](C(=O)NC(CC(=O)O)C(N)=O)NC1=O (stereo partly specified)
    x	x	-2	-1	x	x	x	x	0	-25
Cc1ccc(S(=O)(=O)N2CCCC2C(=O)N(C)Cc2cccs2)cc1 (stereo unspecified)
    0.1	2	-4	-2	-14	2	-1	22	-1	-7
O=C(CSc1ncccn1)N/N=C/c1ccccc1[N+](=O)[O-]
    -0.1	-22	3	1	-2	3	-8	20	0	-9
Cc1cccc(N(NC(=O)C(C)(C)O)C(=O)c2ccccc2)c1
    0.3	-18	0	4	21	-3	-2	48	1	-13
CNc1ccccc1C(C)(C)c1cc(C)[nH]n1
    -0.3	-2	4	-2	7	1	0	-8	1	-12
O=C(CCc1c[nH]c2ccccc12)NCC(=O)Nc1ccc(F)c(F)c1F
    -0.4	1	-2	3	0	-1	4	16	-1	-22
O=C(CSc1n[nH]c(=O)n1C1CC1)Nc1ccccc1
    0.5	13	-5	-5	-6	1	-6	20	1	-22
O=C(CCC(=O)NNC(=O)COc1ccc(Br)cc1)NCc1ccccc1
    -0.1	0	3	-1	-1	-4	-6	11	-2	2
CCC(C)NC(=O)C1CCC(=O)N1Cc1ccc(C)cc1 (stereo unspecified)
    -0.8	6	2	0	4	1	-6	11	4	-28
Cc1ccc(OCC(O)CN2CCN(c3ccc(C)cc3)CC2)cc1 (stereo unspecified)
    0.7	-2	2	1	20	1	2	7	-2	-27
CC1CC(C)CN(C(=O)COC(=O)c2cc([N+](=O)[O-])ccc2N2CCOCC2)C1 (stereo unspecified)
    -2.3	5	x	x	-3	-3	-6	-1	4	x
